LRH-1 inv ag – suppresses constitutive activity of human LRH-1; AID 602396; inhibition, % at 3.6 µM; actives 0.13% (n = 360,000); HEK293T StAR-luciferase reporter, LRH-1 transfected, 24 h; O00482;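 active = inhibition above the mean inhibition of all tested compounds plus 3 SD, cut at about 73% in these data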;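 also: 0% = DMSO wells and 100% = reporter-only cells lacking LRH-1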
Shn3 3UTR inh – inhibitors of Schnurri-3 3'UTR reporter in osteoblasts; AID 588674; inhibition, % at 12.5 µM; Clone20 osteoblast Shn3 3'UTR firefly luciferase, 24 h; actives 0.52% (n = 360,000);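 active = mean inhibition of at least 75% with every replicate also reaching 75%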;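 also: 0% = median of neutral control wells and 100% = pilot-screen positive control compound; some compounds past the cut are filed as inactive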
KKLEB cytotox – counter-screen for CF NF-kB inhibitors: cytotoxicity | actives 0.36% (n = 360,000) | activity change (cytotoxicity), % at 5 µM | KKLEB CF airway cells viability, ATPlite luminescence, overnight; active compounds read low; cells stimulated with P. aeruginosa culture filtrate;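 active = corrected activity change at or below -50% at 5 µM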
EBV LMP1 NFkB – inhibitors of Epstein-Barr LMP1-induced NF-kappaB reporter. actives 0.69% (n = 350,000). LMP1-induced NF-kappaB luciferase reporter cells, luminescence. AID 504558. inhibition, % at 12.5 µM; in the data active = inhibition above about 41%;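 also: 0% = neutral control wells and 100% = reference inhibitor control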
NCOA1 inh – human NCOA1 inhibition; AID 588354; inhibition, % at 3.6 µM; Q15788; HEK293 GAL4-SRC1 luciferase reporter, luminescence; actives 0.12% (n = 360,000);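 active = inhibition above the campaign mean plus 3 SD, with each screening campaign given its own cutoff, cut at about 60% in these data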;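 also: 0% = DMSO treated cells and 100% = gossypol at 36 µM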
Target sequence (Q15788 whole entry, looked up, the tested form may be a part): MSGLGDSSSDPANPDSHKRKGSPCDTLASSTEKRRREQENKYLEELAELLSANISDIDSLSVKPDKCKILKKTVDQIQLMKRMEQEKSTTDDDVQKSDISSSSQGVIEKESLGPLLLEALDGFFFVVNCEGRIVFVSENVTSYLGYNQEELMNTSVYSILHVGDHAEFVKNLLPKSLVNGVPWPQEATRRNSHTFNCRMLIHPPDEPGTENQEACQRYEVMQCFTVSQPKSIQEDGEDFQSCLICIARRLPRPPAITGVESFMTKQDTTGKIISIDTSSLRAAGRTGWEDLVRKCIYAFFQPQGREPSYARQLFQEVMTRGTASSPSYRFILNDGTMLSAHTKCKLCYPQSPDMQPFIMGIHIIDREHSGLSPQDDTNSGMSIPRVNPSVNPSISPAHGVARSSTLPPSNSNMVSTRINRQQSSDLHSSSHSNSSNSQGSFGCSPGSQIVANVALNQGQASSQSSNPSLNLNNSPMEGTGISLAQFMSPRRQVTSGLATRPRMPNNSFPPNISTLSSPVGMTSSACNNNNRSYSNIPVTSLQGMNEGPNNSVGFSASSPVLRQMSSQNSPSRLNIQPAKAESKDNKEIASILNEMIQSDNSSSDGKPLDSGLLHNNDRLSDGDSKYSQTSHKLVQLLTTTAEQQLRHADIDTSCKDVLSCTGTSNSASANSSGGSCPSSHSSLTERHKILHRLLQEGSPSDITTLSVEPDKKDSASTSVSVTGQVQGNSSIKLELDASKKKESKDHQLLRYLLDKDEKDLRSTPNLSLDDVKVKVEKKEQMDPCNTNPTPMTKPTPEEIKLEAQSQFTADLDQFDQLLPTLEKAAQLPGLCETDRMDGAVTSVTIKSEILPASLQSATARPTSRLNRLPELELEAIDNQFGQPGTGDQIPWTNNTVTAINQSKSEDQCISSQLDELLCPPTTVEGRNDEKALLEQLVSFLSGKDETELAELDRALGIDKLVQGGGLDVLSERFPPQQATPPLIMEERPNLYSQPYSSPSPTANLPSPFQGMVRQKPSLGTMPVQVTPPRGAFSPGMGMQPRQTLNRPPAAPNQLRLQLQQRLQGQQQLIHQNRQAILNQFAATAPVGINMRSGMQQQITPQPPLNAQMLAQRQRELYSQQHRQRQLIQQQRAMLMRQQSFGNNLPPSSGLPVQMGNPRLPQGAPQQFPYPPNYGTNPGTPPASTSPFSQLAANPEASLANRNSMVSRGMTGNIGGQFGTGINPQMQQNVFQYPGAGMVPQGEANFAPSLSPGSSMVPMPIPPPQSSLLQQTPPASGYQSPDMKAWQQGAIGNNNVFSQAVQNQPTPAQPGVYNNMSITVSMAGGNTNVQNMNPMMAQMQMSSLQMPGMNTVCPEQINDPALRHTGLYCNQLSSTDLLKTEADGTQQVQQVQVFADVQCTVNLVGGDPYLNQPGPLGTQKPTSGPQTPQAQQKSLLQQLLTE
CF NFkB block – blocks PAF-induced NF-kB reporter in cystic fibrosis cells | KKLEB NF-kB-GFP reporter, GFP fluorescence overnight | inhibition, % at 5 µM | actives 0.86% (n = 360,000);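 active = at least 50% inhibition at 5 µM, scaled per plate between neutral and stimulator controls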;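 also: PAF is a Pseudomonas aeruginosa culture filtrate used as stimulus; plate controls were PAF-stimulated DMSO wells for no effect and unstimulated DMSO wells for full effect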
NR2F2 inh – blocks human COUP-TFII nuclear receptor; P24468; HEK293T NGFI-A luciferase reporter, luminescence; inhibition, % at 8.6 µM; actives 0.7% (n = 370,000);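 active = inhibition above a per-plate cutoff, mean inhibition of test wells between control levels plus 3 SD, cut at about 38% in these data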;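 also: cells cotransfected with COUP-TFII expression vector driving the NGFI-A reporter; 0% = median of COUP-TF2 test wells and 100% = reporter-only cells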
C8 TRAIL sens – caspase-8 TRAIL sensitization; NB7+C8 cells + TRAIL, ATPlite viability luminescence; inhibition (viability loss, TRAIL sensitization), % at 10 µM; actives 1% (n = 360,000);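 active = compounds causing at least 50% loss of cell viability in the single-dose screen, relative to plate controls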
SRC3 inh – human NCOA3 inhibition; Q9Y6Q9; HEK293 GAL4-SRC3 luciferase reporter, luminescence; inhibition, % at 3.6 µM; actives 0.17% (n = 360,000); AID 588352;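 active = inhibition above a per-campaign cutoff, the mean of all compounds plus 3 SD, cut at about 60% in these data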;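 also: 0% = DMSO-treated cells and 100% = gossypol-treated cells at 36 µM; higher means less SRC3-driven luciferase light from the GAL4 reporter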
TWEAK-Fn14 inh – TWEAK-Fn14 signaling inhibition | TWEAK-stimulated Fn14 reporter cells, luciferase luminescence, 8 h | inhibition, % at 10 µM | actives 2% (n = 360,000) | AID 1159606; in the data active = inhibition above about 50%
TROY signal inh – blocks TROY-dependent signaling in reporter cells; Q293 LMP1-TROYcd NF-kB luciferase reporter, 4 h; actives 0.98% (n = 360,000); inhibition, % at 10 µM;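 active = compounds whose plate-normalised and pattern-corrected inhibition of the luciferase reporter signal at the single screening dose is 50% or more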
* = called active by the depositor; . = not tested or not shown. This is a subset (hit frequency here may not be typical).

Key to letters: A = LRH-1 inv ag; B = Shn3 3UTR inh; C = KKLEB cytotox; D = EBV LMP1 NFkB; E = NCOA1 inh; F = CF NFkB block; G = NR2F2 inh; H = C8 TRAIL sens; I = SRC3 inh; J = TWEAK-Fn14 inh; K = TROY signal inh
COC(=O)C1=C(c2ccc3ccccc3c2)C[C@@H]2CC[C@H]1N2C(=O)N1CCC(C)CC1
  A: -16 | B: 34 | C: -12 | D: 9 | E: 5 | F: 16 | G: . | H: 24 | I: -10 | J: -15 | K: 3

Nc1ccc(Br)cc1
  A: -5 | B: 18 | C: 1 | D: -31 | E: 14 | F: -13 | G: -28 | H: 19 | I: -2 | J: -7 | K: 12

O=C(/C=C/c1ccccc1)NCCc1cnc[nH]1
  A: -37 | B: -9 | C: 12 | D: -2 | E: 5 | F: -3 | G: 9 | H: -9 | I: 4 | J: 15 | K: -1

CCOP(=O)(Oc1ccccc1)c1c([N+](=O)[O-])cc(C(F)(F)F)cc1[N+](=O)[O-] (stereo not drawn)
  A: 17 | B: -17 | C: -2 | D: 2 | E: 11 | F: -7 | G: -15 | H: -4 | I: 15 | J: 2 | K: 6

COc1cc(OC)c(OC)cc1CNCCc1ccc(OC)c(OC)c1
  A: 4 | B: 4 | C: -2 | D: -13 | E: -25 | F: 2 | G: -6 | H: -8 | I: 4 | J: -2 | K: -2

Nc1cc(C(=O)Nc2ccc(Cl)cc2)ccc1N1CC2CC(C1)c1cccc(=O)n1C2 (stereo not drawn)
  A: 12 | B: 33 | C: 10 | D: -2 | E: -16 | F: -30 | G: -12 | H: 14 | I: 12 | J: 14 | K: -15

COc1cccc(N2C(=O)NC(=O)C3(Cc4cc(C)ccc4N(C)C3)C2=O)c1 (stereo not drawn)
  A: 5 | B: 5 | C: 2 | D: -20 | E: -17 | F: -2 | G: 15 | H: -4 | I: 3 | J: 8 | K: -16

CN(C)P1(N(C)C)=NC(C(F)(F)F)=NC(C(F)(F)F)=N1
  A: 2 | B: 3 | C: 2 | D: 0 | E: 5 | F: -8 | G: 4 | H: -11 | I: -8 | J: 2 | K: -1

Cn1cc(C(=O)c2ccccc2)c2ccccc21
  A: 12 | B: 3 | C: -10 | D: 13 | E: 1 | F: -14 | G: -11 | H: -2 | I: 5 | J: 2 | K: 13

Nc1ccccc1C(=O)OC1CSC1
  A: -39 | B: -9 | C: 9 | D: -3 | E: 2 | F: 1 | G: 6 | H: -13 | I: -9 | J: 17 | K: 2

COC(=O)C1=C(c2ccc(OC)c(OC)c2)C[C@@H]2CC[C@H]1N2C(=O)N1CCCC1
  A: -31 | B: -10 | C: -12 | D: 1 | E: 6 | F: 24 | G: -10 | H: -14 | I: -22 | J: 22 | K: 9

CC1(C)COC(Nc2cccc(Cl)c2)=N1
  A: -19 | B: -12 | C: -3 | D: 12 | E: -6 | F: 3 | G: -7 | H: -7 | I: -4 | J: 10 | K: -1

Cc1cc(C(=O)OCC(=O)Nc2cccc(F)c2)c(C)n1C1CC1
  A: -13 | B: 3 | C: 17 | D: -2 | E: -10 | F: 11 | G: -6 | H: -17 | I: 0 | J: -13 | K: -3

CC(=O)[C@H]1CCC2C3CC[C@H]4C[C@@H](O)CC[C@]4(C)C3CC[C@@]21C (stereo partly drawn)
  A: 4 | B: 11 | C: -2 | D: 1 | E: -6 | F: 4 | G: 1 | H: -3 | I: -1 | J: -35 | K: 0

O=C1NC(=S)N(C2CC2)C(=O)/C1=C/c1ccc2c(c1)CCN2CCCCl
  A: 18 | B: 11 | C: -7 | D: 0 | E: -10 | F: -4 | G: 2 | H: 6 | I: -7 | J: 12 | K: 3

Cc1oc(-c2ccc(F)cc2F)nc1CN1C[C@@H]2C[C@@H](C1)c1cccc(=O)n1C2
  A: -6 | B: 7 | C: -4 | D: 5 | E: -8 | F: -5 | G: 1 | H: 1 | I: -4 | J: -14 | K: 6

COc1ccc(N/N=C/c2c(O)n(-c3cccc(C)c3)c(=O)[nH]c2=O)cc1
  A: -7 | B: -7 | C: -6 | D: -26 | E: -1 | F: -6 | G: -6 | H: 2 | I: 5 | J: -11 | K: 31

Cc1cc(C)n2c(Br)c(CN3CC4CC(C3)c3cccc(=O)n3C4)nc2n1 (stereo not drawn)
  A: -29 | B: 1 | C: -5 | D: -3 | E: 8 | F: 4 | G: 2 | H: -3 | I: 1 | J: 3 | K: -13

C=CCN1C(=O)NC(=O)/C(=C/c2ccoc2)C1=O
  A: 6 | B: 2 | C: -5 | D: -1 | E: -26 | F: 3 | G: -1 | H: -3 | I: 8 | J: 1 | K: 3

O=c1[nH]c2ccccc2n1C1CCN(Cc2ccc(-c3[nH]c4cc5ncnc5cc4nc3-c3ccccc3)cc2)CC1
  A: 42 | B: . | C: . | D: . | E: . | F: . | G: 26 | H: 38 | I: . | J: -34 | K: 1

CC(=O)Nc1ccc(S(=O)(=O)NC(CC(=O)N2CCC3(CC2)OCCO3)C(C)C)cc1 (stereo not drawn)
  A: -9 | B: -6 | C: 3 | D: 3 | E: -83 | F: -10 | G: 10 | H: 4 | I: 12 | J: -5 | K: -1

CCN(CC)C(=O)Oc1ccc(NC(=O)N2CCOCC2)cc1
  A: -2 | B: -1 | C: -4 | D: 4 | E: 21 | F: 15 | G: 11 | H: -15 | I: -4 | J: 12 | K: 21

O=C1CC(=O)N(c2ccccc2)C(=O)N1c1ccccc1
  A: -54 | B: -15 | C: 8 | D: 7 | E: -26 | F: 24 | G: -6 | H: -13 | I: -6 | J: 7 | K: -62

CN1CCCN(C(=O)COc2ccc(Br)cc2)CC1
  A: 0 | B: -32 | C: 5 | D: 6 | E: -5 | F: -4 | G: -2 | H: -19 | I: 2 | J: -15 | K: -5

O=[N+]([O-])c1ccc(N2CCNCC2)cc1N1CCCCCC1
  A: 17 | B: 23 | C: 5 | D: -5 | E: -7 | F: -18 | G: 2 | H: -3 | I: -5 | J: 9 | K: -5

CCC1(OC(=O)c2ccccc2)CC(C)N(C)CC1C (stereo not drawn)
  A: 4 | B: -5 | C: 7 | D: -7 | E: -10 | F: -7 | G: 1 | H: -5 | I: -9 | J: 5 | K: -11

Cc1[nH]c2ccc(OCc3ccccc3)cc2c1CCN
  A: -5 | B: -17 | C: 1 | D: 1 | E: 11 | F: 1 | G: 18 | H: 18 | I: -9 | J: -18 | K: -6

c1ccc2c(CN3CCOCC3)c[nH]c2c1
  A: 5 | B: 8 | C: 9 | D: 4 | E: 11 | F: 8 | G: 0 | H: 8 | I: -28 | J: -8 | K: 8

COC(=O)C1=C(c2ccc(F)cc2OCc2ccccc2)C[C@@H]2CC[C@H]1N2C(=O)NCc1ccc(OC)c(OC)c1
  A: 2 | B: 10 | C: -3 | D: 2 | E: 4 | F: -26 | G: 4 | H: 12 | I: 0 | J: 17 | K: 0

Cn1c(=O)cc(OCC(=O)N2CCC3(CC2)OCCO3)c2ccccc21
  A: 5 | B: 7 | C: 4 | D: 13 | E: -10 | F: -15 | G: -50 | H: -7 | I: -4 | J: 3 | K: -2

CCCOP(=O)(OCCC)C(NC(=O)c1cc(OC)c(OC)c(OC)c1)c1ccccc1 (stereo not drawn)
  A: 5 | B: 22 | C: -6 | D: -3 | E: 16 | F: -13 | G: 3 | H: -10 | I: 11 | J: 20 | K: 6

CN1C(=O)NC(=O)C(N=Nc2ccc(Cl)cc2)C1=O (stereo not drawn)
  A: -38 | B: -12 | C: 0 | D: -3 | E: -34 | F: 6 | G: -38 | H: 16 | I: -43 | J: -11 | K: -61

CCOc1ccc(C(C)=O)cc1Cc1c(O)[nH]c(=S)[nH]c1=O
  A: 5 | B: 11 | C: -1 | D: -7 | E: 7 | F: -9 | G: 6 | H: -18 | I: 11 | J: 8 | K: 3

Cc1ccc2cc(C=C(C#N)C#N)c(Cl)nc2c1
  A: 2 | B: 3 | C: -20 | D: -3 | E: -13 | F: 41 | G: -5 | H: -1 | I: -21 | J: 11 | K: 13

CC(C)CCn1c(N)c(C(=O)NCc2cccs2)c2nc3ccccc3nc21
  A: 3 | B: 24 | C: 14 | D: -26 | E: -6 | F: -4 | G: . | H: 5 | I: 11 | J: 63* | K: 68*

CN(C)CCNC(=O)c1cccn(Cc2cc(C(F)(F)F)cc(C(F)(F)F)c2)c1=O
  A: 23 | B: -30 | C: -2 | D: 12 | E: -6 | F: -41 | G: -6 | H: 3 | I: 21 | J: 18 | K: 5

CCOP(=O)(OCC)C(NC(=O)c1cccc(C)c1)C(Cl)(Cl)Cl (stereo not drawn)
  A: 10 | B: 21 | C: -12 | D: 1 | E: -26 | F: -4 | G: -1 | H: -12 | I: 15 | J: -5 | K: 11

CNCCc1c[nH]c2ccc(O)cc12
  A: -3 | B: 3 | C: -3 | D: 5 | E: 4 | F: -8 | G: 17 | H: -3 | I: 2 | J: -11 | K: -2

CC1CC2(O)c3nonc3CCC2N1O (stereo not drawn)
  A: -7 | B: -18 | C: 1 | D: 3 | E: 24 | F: 17 | G: -20 | H: -2 | I: -6 | J: -1 | K: 0

O=c1[nH]c(=O)n(-c2ccc(Br)cc2)c(O)c1C=NC(CO)(CO)CO
  A: 11 | B: -19 | C: 14 | D: . | E: -10 | F: -2 | G: 23 | H: -10 | I: -4 | J: 0 | K: 1

CCOc1cc2c(cc1OCC)-n1cccc1C(c1ccc(F)cc1)NC2 (stereo not drawn)
  A: -3 | B: 12 | C: -9 | D: 15 | E: -3 | F: 16 | G: -7 | H: -7 | I: -5 | J: -23 | K: 7

COC(=O)C1=C(c2cc3ccccc3o2)C[C@@H]2CC[C@H]1N2C(=O)NCc1cccc2ccccc12
  A: -17 | B: 37 | C: -21 | D: 4 | E: -4 | F: 16 | G: -9 | H: 13 | I: -2 | J: 6 | K: 0

CCC(=NCCN1CCOCC1)c1c(O)n(-c2ccccc2C)c(=O)[nH]c1=O
  A: -16 | B: 6 | C: 6 | D: -3 | E: -10 | F: 0 | G: 5 | H: -16 | I: 7 | J: -8 | K: 0

O=C(NCCCN1CCOCC1)C(Cl)(Cl)Cl
  A: -11 | B: -2 | C: 7 | D: 35 | E: -4 | F: 1 | G: 7 | H: 9 | I: 5 | J: -8 | K: -3

O=c1[nH]c(=S)[nH]c(O)c1/C=C1/C=c2ccccc2=N1
  A: 12 | B: 3 | C: -8 | D: 8 | E: -8 | F: 50 | G: -4 | H: 15 | I: 3 | J: -9 | K: -11

COC(=O)CN1C(=O)CN=C(c2ccccc2Cl)c2cc(Br)ccc21
  A: 8 | B: 12 | C: 1 | D: . | E: 3 | F: -2 | G: -3 | H: -16 | I: 7 | J: 7 | K: 1

Whole records from above. Screens in order: LRH-1 inv ag	Shn3 3UTR inh	KKLEB cytotox	EBV LMP1 NFkB	NCOA1 inh	CF NFkB block	NR2F2 inh	C8 TRAIL sens	SRC3 inh	TWEAK-Fn14 inh	TROY signal inh
Record of CCC(=NCCN1CCOCC1)c1c(O)n(-c2ccccc2C)c(=O)[nH]c1=O → -16	6	6	-3	-10	0	5	-16	7	-8	0
Record of CNCCc1c[nH]c2ccc(O)cc12 → -3	3	-3	5	4	-8	17	-3	2	-11	-2

Screening results (PubChem)
